High-throughput results as filed in PubChem.
BaF3 parental: parental Ba/F3 cell viability inhibition, counter-screen for JAK2V617F inhibitor project, murine pro-B, CellTiter-Glo luminescence; CellTiter-Glo ATP luminescence; inhibition, % at 5.6 µM; 220,000 tested, 1.1% active; AID 1486, 2009;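 active = inhibition above a per-campaign cutoff, the mean inhibition of all tested compounds plus 3 SD, cut at about 27% in these data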;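 note: 0% = DMSO wells and 100% = JAK Inhibitor I control wells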
PPC-1+TRAIL kill: compounds killing PPC-1 cancer cells with TRAIL present, primary screen, TRAIL potentiator project, ATPLite luminescence, uHTS | PPC-1 cells + TRAIL, ATPLite viability luminescence | cell killing (% activity), % at 4 µM | 220,000 tested, 0.41% active | AID 1443, 2008;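 active = cell killing above 50% in the first pass at 4 µM, then a duplicate retest at 5 µM averaging 50% or more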;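 note: plate controls were cells with TRAIL plus DMSO for no effect and medium-only wells lacking cells for full effect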
Ba/F3 V617F tox: reduced viability of JAK2V617F-dependent Ba/F3 cells, primary screen, JAK2V617F inhibitor project, cell-based, Ba/F3 EpoR-JAK2V617F, luminescence. ATP luminescence. inhibition, % at 5.6 µM. 220,000 tested, 1.1% active. AID 1446, 2008;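 active = inhibition above the campaign mean plus 3 SD over all tested compounds, cut at about 24% in these data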;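 note: cytokine-independent growth of Ba/F3 cells driven by EpoR plus mutant JAK2; 0% = DMSO-treated cells and 100% = JAK inhibitor I control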
Wee1 stabilizer: Wee1 degradation inhibitors, primary screen, cell-based, HeLa, Wee1K328M-luciferase, luminescence. Wee1-like protein kinase (Homo sapiens), P30291. HeLa Luc-Wee1K328M stability; 100% = proteasome inhibitor MG132 effect. reporter increase, % at 5 µM. 220,000 tested, 1.2% active. AID 1321, 2008;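 active = activation above the mean of all tested compounds plus 3 SD, set per screening run, cut at about 8.8% in these data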;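 note: cells exposed to compound for 20 h before luminescence read; 0% = DMSO alone and 100% = MG132 at 30 µM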
RBBP9 inhibitor: human RBBP9 inhibitors, primary screen, biochemical, fluorescence polarization, FP-Rh probe, HTS. Serine hydrolase RBBP9 (Homo sapiens), O75884. recombinant RBBP9. inhibition, % at 7.94 µM. 220,000 tested, 0.2% active. AID 1515, 2009;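 active = inhibition above the campaign mean of all tested compounds plus 3 SD, cut at about 14% in these data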;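 note: plate controls were DMSO wells with RBBP9 for no effect and wells lacking RBBP9 protein for full effect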
Target sequence (O75884 whole entry, looked up): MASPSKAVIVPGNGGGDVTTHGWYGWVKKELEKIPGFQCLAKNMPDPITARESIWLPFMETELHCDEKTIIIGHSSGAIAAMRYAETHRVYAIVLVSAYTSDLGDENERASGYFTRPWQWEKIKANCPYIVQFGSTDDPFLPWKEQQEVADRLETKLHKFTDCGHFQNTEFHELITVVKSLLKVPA
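Assay system: recombinant human RBBP9; Reagent: Serine-hydrolase probe FP-Rh, 375 nM pre-mixing; Doses: 7.94 µM single dose, 0.794% DMSO; Incubation: 30 min then 45 min, 25 °C; Detection: fluorescence polarization (mP), excitation 525 nm, emission 598 nm; Evaluation: percent inhibition from mP, scaled between DMSO and no-protein wells.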
CHOP inhibitor: inhibitors of CHOP promoter induction, primary screen, cell-based, unfolded protein response, luciferase reporter; CHO-K1 CHOP-promoter luciferase, tunicamycin-induced, 15-18 h; inhibition, % at 10 µM; 220,000 tested, 3.8% active;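 active = compounds that reduced the stress-induced luciferase reporter signal by more than about 70% of percent inhibition, limit read from the data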;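 note: 0% = tunicamycin plus vehicle and 100% = wells without tunicamycin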
TRPML3 ag: human TRPML3 channel agonists, primary screen, cell-based, HEK293 TRPML3-YFP, Fluo-8 calcium fluorescence, 3 µM; 100% = the carbachol control signal; activation, % at 3 µM; Mucolipin-3 (Homo sapiens), Q8TDD5; 220,000 tested, 0.29% active;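 active = activation above its plate's cutoff, the mean activation of the plate's test wells plus 3 SD, cut at about 12% in these data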;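 note: 0% = DMSO only wells and 100% = carbachol wells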
Target sequence (Q8TDD5 whole entry, looked up): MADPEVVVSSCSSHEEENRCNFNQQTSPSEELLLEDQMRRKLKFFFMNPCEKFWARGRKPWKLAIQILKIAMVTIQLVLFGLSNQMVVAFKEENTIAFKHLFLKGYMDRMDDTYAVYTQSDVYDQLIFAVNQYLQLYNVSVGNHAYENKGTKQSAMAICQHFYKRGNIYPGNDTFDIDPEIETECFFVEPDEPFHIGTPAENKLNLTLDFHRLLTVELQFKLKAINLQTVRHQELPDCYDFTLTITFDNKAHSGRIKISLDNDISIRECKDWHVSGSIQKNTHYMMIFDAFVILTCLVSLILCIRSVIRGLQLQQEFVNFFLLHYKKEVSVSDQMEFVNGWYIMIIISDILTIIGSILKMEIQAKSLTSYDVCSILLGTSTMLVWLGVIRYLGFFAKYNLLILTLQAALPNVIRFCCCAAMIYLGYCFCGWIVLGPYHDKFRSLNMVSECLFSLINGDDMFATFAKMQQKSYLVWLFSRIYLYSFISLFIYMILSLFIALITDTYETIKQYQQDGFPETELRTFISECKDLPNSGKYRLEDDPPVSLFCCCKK
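Material: HEK293 cells stably carrying human TRPML3-YFP; compound dosing: single dose, 3 µM final nominal compound, 0.3% DMSO final; incubation: 1-h 37 °C dye load, 5-s basal, 120-s post-compound reads; technique: Fluo-8 intracellular calcium fluorescence, excitation 470-495 nm, emission 515-575 nm; read-out basis: percent activation from peak-to-basal fluorescence ratio, scaled between DMSO and carbachol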
zfTRPN1 agonist: zebrafish TRPN1 channel agonists, primary screen, cell-based, HEK293, calcium fluorescence. transient receptor potential cation channel N1 (TRPN1/NompC), Danio rerio. HEK293 zebrafish TRPN1-YFP, Fluo-8 calcium fluorescence; 100% = response to 87 µM carbachol. activation, % at 3 µM. 220,000 tested, 0.18% active. AID 1424, 2008;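 active = activation above its plate's cutoff, the mean activation of test wells on that plate plus 3 SD, cut at about 19% in these data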;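 note: 0% = DMSO alone and 100% = 87 µM carbachol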
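Material – zebrafish TRPN1-YFP in HEK293 cells · Doses – 3 µM single point · Schedule – dye 1 h 37 °C plus 30 min RT · Signal – Fluo-8 calcium fluorescence, excitation 470-495 nm, emission 515-575 nm · Read-out – % activation versus carbachol response · Control set – carbachol high, DMSO low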
TNF necrop inh: inhibitors of TNF-alpha triggered necroptosis, primary screen, cell-based, Jurkat FADD-/-, single concentration; Jurkat FADD-/- TNF necroptosis rescue, ATP luminescence, 24 h; 0 = TNF only, 100 = no-TNF cells; activation (protection from cell death), % at 10 µM; 220,000 tested, 0.068% active; AID 463075, 2010;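 active = activation, meaning protection from cell death, of at least 50% relative to plate controls; inactive = activation below 50%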;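 note: necroptosis triggered by 40 ng/mL TNF-alpha added together with compound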
* = called active by the depositor; / = no result given.

SMILES	BaF3 parental	PPC-1+TRAIL kill	Ba/F3 V617F tox	Wee1 stabilizer	RBBP9 inhibitor	CHOP inhibitor	TRPML3 ag	zfTRPN1 agonist	TNF necrop inh
COc1ccc(-n2nnnc2SCC(=O)Nc2nnc(C)s2)cc1OC	4	22	2	-1	-11	-14	0.9	1.3	-1.5
Cc1ccc(-c2cc3nn(-c4ccccc4)c(N)c3c(=O)o2)cc1	6	11	1	0	-9	27	2.0	3.2	-5.7
O=C(O)CSc1cnc2ccccc2n1	3	6	-2	0	-4	13	1.1	-0.5	0.4
O=P(O)(O)CCP(=O)(c1ccccc1)c1ccccc1	8	17	3	-3	-2	-8	0.7	-0.2	1.2
C=CCn1c(=O)/c(=C2/SC(C)=C(C)N2CC)s/c1=C1/C(=O)N(C)C(=S)N1c1ccccc1	-1	/	-1	3	3	/	0.9	-0.1	0.4
CSc1nc2cc(C)nn2c(-c2ccc(C(C)(C)C)cc2)c1C#N	1	6	0	-2	-6	2	-0.1	-0.3	-0.4
C=CCNC(=O)COC(=O)c1ccc(Cl)c(S(N)(=O)=O)c1	8	-11	2	2	5	-9	0.4	1.5	0.4
COc1cc2[nH]c3c(=O)n4c(nc3c2cc1OC)SCCC4	3	10	13	0	-6	-3	2.4	0.1	-8.0
O=C(Nc1ccccc1N1CCCC1)c1ccc(Br)o1	7	8	-2	0	-9	18	-1.4	-1.3	-1.2
Cn1c(SCC(=O)NCc2ccccc2)nc2ccccc21	2	1	1	0	-7	28	-0.3	-0.8	-0.6
CCOC(=O)c1[nH]c2ccccc2c1NC(=O)CN1CCCCC1	2	10	3	4	-8	8	0.4	2.0	-1.8
Cc1ccc(S(=O)(=O)c2c(N)n(CCN3CCOCC3)c3nc4ccccc4nc23)cc1C	3	7	-4	-2	-6	46	1.0	-0.7	-8.3
O=C(CSc1n[nH]c(-c2ccccc2O)n1)N1CCOCC1	-1	26	-3	1	-2	53	0.3	1.4	0.1
O=C(NCc1ccco1)c1ccc(CS(=O)(=O)Cc2ccc(F)cc2)o1	3	-9	-1	1	3	3	0.0	1.6	0.4
C=CCN(C(=O)CNC(=O)c1ccco1)C(C(=O)NC1CCCCC1)c1ccccc1F (configuration not stated)	1	-4	0	1	-3	16	-0.7	1.2	-2.1
Brc1ccc(-c2csc(N/N=C/c3ccco3)n2)cc1	10	-9	1	4	-11	69	0.3	0.5	-0.3
N=C1/C(=C\c2ccc(-c3cccc(Cl)c3)o2)C(=O)N=C2SC=C(c3ccccc3)N12	5	10	1	5	-9	-5	0.3	0.2	1.2
COc1cc(/C=N/NC(=O)c2ccc(CN3c4cccc5cccc(c45)S3(=O)=O)cc2)cc(OC)c1O	4	31	4	-4	-6	11	0.5	2.1	-3.7
CN1C(=O)NC(NS(=O)(=O)c2ccc(N)cc2)(C(F)(F)F)C1=O (configuration not stated)	9	18	4	-2	1	15	1.1	0.3	1.2
CCSC1(SCC)N=C(N)C2(C#N)C(c3ccccc3)NC3=C(CCC3)C12C#N (configuration not stated)	2	20	0	4	0	36	0.6	1.2	-7.7
CCOC(=O)C(=O)NNc1ccc(F)cc1	1	6	-7	-2	5	-15	0.7	0.5	0.7
CCOc1ccc(NC(=S)NNC(=O)CC(C)O)cc1 (configuration not stated)	1	4	26*	0	5	-9	0.7	0.4	0.9
CCOC(=O)c1cc(-c2cc3ccccc3o2)n[nH]1	-1	50	-4	4	3	24	0.4	1.6	0.1
COC(=O)c1cc2n(n1)CCN(Cc1ccc(F)cc1)C2=O	2	16	-3	-1	2	-3	-0.3	0.5	-1.9
CCOc1ccc(C(=S)N2CCOCC2)cc1OCC	4	42	0	4	0	21	0.3	0.9	-1.2
SMILES	BaF3 parental	PPC-1+TRAIL kill	Ba/F3 V617F tox	Wee1 stabilizer	RBBP9 inhibitor	CHOP inhibitor	TRPML3 ag	zfTRPN1 agonist	TNF necrop inh
CCCOc1nc(C)cc(COC)c1C(N)=O	8	20	-1	0	-3	2	1.3	1.1	0.1
Cc1nc(C(=O)Nc2ccccc2Cl)cc2c1[nH]c1ccccc12	0	-14	-2	-2	-2	51	0.2	-1.2	6.1
COc1cc(S(=O)(=O)NCC2CCCO2)ccc1Br (configuration not stated)	1	9	0	0	-1	32	-0.2	1.3	1.5
CC(=O)Nc1nc2c(c3c1c(=O)oc1ccccc13)CCCC2	-1	-2	-2	-3	-4	-7	1.0	1.5	-0.9
O=C(Cn1c(NCCO)nc2ccccc21)c1ccccc1	1	20	-5	1	-5	-1	-0.1	-0.4	-0.7
CCOC(=O)C1=C(CNCc2ccccc2Cl)NC(=O)NC1c1cccc([N+](=O)[O-])c1 (configuration not stated)	-2	2	0	-2	-6	2	-0.7	-1.9	1.2
CCCc1c(NC(=O)Nc2ccc(F)cc2)cnn1-c1ccc(Cl)cc1	8	-8	4	-1	3	-4	4.8	5.1	1.0
N#CCC(=O)NCC1(c2ccccc2)CCCC1	3	9	3	0	-1	-33	0.1	-0.6	-1.0
CN(C)CCNC(=O)/C(=C/c1ccc(-c2ccc(Cl)cc2)o1)NC(=O)c1ccccc1	6	23	7	-1	-6	6	0.5	0.2	2.6
Cc1c(NC(=O)c2ccc(Br)s2)c(=O)n(-c2ccccc2)n1C	3	14	0	0	5	22	0.9	0.3	0.9
CCOc1cc(N2CCOCC2)c(OCC)cc1NC(=O)CSc1cccc[n+]1[O-]	2	10	-2	1	-5	47	0.6	1.3	0.2
COc1cc2c(cc1OC)C1=C(C#N)COCN1CC2	3	2	0	-2	-1	2	1.5	1.4	-4.7
Cc1cc(=O)[nH]c(SCC(=O)O)c1C#N	6	-9	0	-1	-8	-16	-0.3	0.0	-0.9
COc1ccc(C2C(=O)N(C3CCCCCC3)CC(=O)N2Cc2ccccc2)cc1OC (configuration not stated)	6	9	3	-2	-1	17	0.5	5.4	-2.9
N=c1c(C(=O)NCc2ccc(F)cc2)cc2c(=O)n3ccccc3nc2n1CCCN1CCOCC1	5	-3	-1	-1	-5	35	0.2	-0.3	2.9
Cc1cc(Nc2ccc(C)c(F)c2)n2ncnc2n1	-2	-12	1	-4	0	17	-0.6	-1.9	-6.7
Cc1ccc2c(c1)N/C(=C(\C=C(/Cl)[N+](=O)[O-])[N+](=O)[O-])N2	3	11	-3	1	7	-84	-0.2	-0.9	-1.3
CC(C)CCN(C(=O)Cc1ccc(Cl)c(Cl)c1)c1c(N)n(Cc2ccccc2)c(=O)[nH]c1=O	10	16	1	-1	1	103*	0.3	-0.2	-1.4
O=C(c1cccnc1)n1nc(-c2ccco2)nc1NCc1cccs1	8	12	5	0	-5	1	0.8	0.9	0.6
Cc1ccc(CN(C(=O)c2sc3ccccc3c2Cl)C2CCS(=O)(=O)C2)cc1 (configuration not stated)	4	5	-3	-3	-6	21	0.0	0.1	1.2
O=C1Cc2ccccc2C(=O)N1OCc1ccc(Cl)cc1Cl	0	13	1	-1	-14	-10	0.0	-0.3	0.3
C=C(C)C(=O)Nc1ccc(NC(C)C)cc1	0	1	-1	0	-15	2	1.8	0.2	0.5
NC(=O)C1(N2CCCCC2)CCN(C(=S)Nc2ccc(F)cc2)CC1	7	12	-2	1	-7	13	0.9	0.3	1.0
COc1cccc(CNC(=O)CCNS(=O)(=O)c2cccc3nsnc23)c1	6	-5	3	4	-6	2	0.5	-0.4	1.9
CC(=O)Nc1ccc(S(=O)(=O)N2CCN(Cc3nc4sc(C)c(C)c4c(=O)[nH]3)CC2)cc1	-4	20	1	1	-4	-2	0.8	-0.3	3.1
SMILES	BaF3 parental	PPC-1+TRAIL kill	Ba/F3 V617F tox	Wee1 stabilizer	RBBP9 inhibitor	CHOP inhibitor	TRPML3 ag	zfTRPN1 agonist	TNF necrop inh
Cc1ccc(OCc2nc3c4c(ncn3n2)-c2ccccc2CC42CCCC2)cc1	1	-12	0	-4	-7	21	1.4	0.3	1.4
Cn1c(=O)[nH]c(=O)c2c1nc(N1CCN(Cc3ccccc3)CC1)n2CCCc1ccccc1	4	25	4	3	-3	13	0.5	1.3	-1.9
CCCCC(=O)NC(=S)NNC(=O)CCc1ccccc1	-3	-1	4	2	-3	30	1.4	4.4	-1.4
c1ccc(OCCCn2nnc(-c3ccncc3)n2)cc1	0	7	-2	2	-8	34	0.1	0.7	5.0
COc1ccc(S(=O)(=O)N2CCN(C(=O)CCC3CCCC3)CC2)cc1	2	1	1	2	-2	34	0.0	0.0	0.9
CC(C)OC(=O)C1CC(C)(O)C(=O)C(C(=O)OC(C)C)C1c1ccc([N+](=O)[O-])cc1 (configuration not stated)	9	/	2	-2	3	0	1.0	0.8	-0.5
Nc1cccnc1Oc1ccc(F)cc1F	-1	9	-3	7	-6	10	0.9	-0.2	3.1
[O-]/C(=C(\C(=S)Nc1cccc2ccccc12)[n+]1ccccc1)c1ccc(Cl)s1	6	11	-1	3	-6	23	0.7	1.8	0.3
Cn1cccc1Cc1nnc(SCC(=O)N2CCCC2)n1CCc1ccccc1	6	5	-2	1	-8	-25	0.5	-1.0	-1.2
CC(C)Cc1cc(C(=O)N2CCN(c3ccc(F)cc3)CC2)no1	1	2	0	-2	-12	35	1.8	2.5	-0.3
Cc1nc(SCC(=O)NC2CCCC2)[nH]c(=O)c1Cc1ccccc1	1	-21	-6	-2	2	3	0.5	-1.0	0.3
Cc1ccc2c(c1)c1c(n2CC(O)Cn2c(C)nc3ccccc32)CCCC1 (configuration not stated)	7	4	-2	0	-8	98*	0.8	1.7	-0.7
Cc1noc(C)c1NC(=O)N1CCN(Cc2ccccc2)CC1	-4	2	-1	6	-9	8	-0.2	-0.1	1.5
C=CCNC(=O)C(=O)N/N=C/c1ccco1	3	2	4	1	-11	-14	0.1	0.2	0.3
COc1cc(OC)cc(C(=O)N[C@H](C(=O)Nc2nc(-c3cc(OC)ccc3OC)cs2)C(C)C)c1	3	11	1	-3	-21	33	0.9	0.8	1.3
